# Compound activity (PubChem BioAssay)
# NCI-60 one-dose screen, 48 h, at 10 µM unless noted. Numbers give growth in % (100 = growth as untreated, 0 = no growth, -100 = all killed).
# MDA-MB-231: MDA-MB-231 breast cancer | 81,000 tested, 5% active
# MCF7: MCF7 breast cancer | 82,000 tested, 6.3% active | AID 1794796
# RPMI-8226: RPMI-8226 leukemia cells; 77,000 tested, 7.5% active; AID 1794781
# K-562: K-562 leukemia | 78,000 tested, 7.4% active | AID 1794777
# MDA-MB-435: MDA-MB-435 melanoma; 82,000 tested, 7.8% active
# MOLT-4: MOLT-4 leukemia cells. 80,000 tested, 6.9% active
# MDA-MB-468: MDA-MB-468 breast cancer | 78,000 tested, 8.5% active | AID 2202374
# SR: SR leukemia cells | 73,000 tested, 8.7% active | AID 1794780
# * marks the source's active call; other numbers are inactive results; / = not tested or not shown; & = joins results of further samples. The calls were made as follows: active = growth percent below 10; inactive = the rest.
SMILES,MDA-MB-231,MCF7,RPMI-8226,K-562,MDA-MB-435,MOLT-4,MDA-MB-468,SR
CC(=O)OCC(COC(C)=O)(CN1C(=O)c2ccccc2C1=O)CN1C(=O)c2ccccc2C1=O,104,97,111,107,107,105,109,/
Clc1ccc(COc2ccc(Nc3ncnc4onc(-c5ccccc5)c34)cc2)cc1,77,76,75,90,73,86,78,44
COc1ccc2nc3cc(Cl)ccc3c(N3CCN(c4nccc(NCc5ccccc5)n4)CC3)c2c1,67,25,63,33,74,5.2*,15,21
CN(C)CCCCNc1ccc(NCCCCN(C)C)c2c1C(=O)c1c(O)ccc(O)c1C2=O,-78*,-82*,54,-54*,93,-35*,97,/
CC(=O)O[C@H]1[C@H](CC#CC#CC[C@@H]2C[C@]3(C)[C@H]4CC=C5[C@H]6CC(C)(C)CC[C@]6(C(=O)NCCCCN)CC[C@@]5(C)[C@]4(C)CC[C@H]3C(C)(C)[C@H]2OC(C)=O)C[C@]2(C)[C@H]3CC=C4[C@H]5CC(C)(C)CC[C@]5(C(=O)NCCCCN)CC[C@@]4(C)[C@]3(C)CC[C@H]2C1(C)C,108,107,92,103,98,102,83,103
COc1cc2ccc(/C(C)=N/NC(N)=S)cc2cc1OC,76,87,89,113,95,84,86,/
COc1ccc(NC(=O)Nc2ccc(-c3ccc(Cl)cc3)nc2C)cc1,111,78,86,87,102,87,92,73
O=[N+]([O-])c1cccc(C2N=C(N3CCOCC3)Nc3c2sc2ccc(Cl)cc32)c1 (stereo not drawn),83,78,/,104,107,99,106,94
Cc1c(C(=O)/C=C/c2ccc(Cl)cc2)nnn1-c1ccc2oc(=O)ccc2c1,94,42,54,83,100,99,86,91
COc1ccc(Nc2ncnc3c2cnn3-c2cccc(F)c2)cc1,102,103,106,108,97,106,94,122
Cc1ccc2c(OCC(=O)N/N=C/c3ccc(Cl)cc3)cc(=O)[nH]c2c1,103,96,108,106,99,107,104,/
OCc1cnccc1NCC1CCCCC1,103,100,101,/,107,91,100,92
O=C(COc1ccccc1)NCc1ccco1,105,83,116,93,109,95,111,88
CCCCCCCCNC(=O)[C@@H](N)CSCOC(C)=O,92,108,88,72,19,90,90,100
CC(=O)OC1CC(C)=C2C(=O)C=C(C)[C@@H]2[C@H]2OC(=O)[C@H](C)[C@H]12 (stereo partly drawn),102,93,103,97,99,95,80,89
COc1ccc(-c2nc3ccccc3n3cccc23)cc1,98,82,76,96,126,101,112,/
Nc1nc(Nc2ccccc2SSc2ccccc2Nc2nc(N)nc(-c3cccc(F)c3)n2)nc(-c2cccc(F)c2)n1,92,85,104,95,101,87,112,86
O=C(O)CCCN1C(=O)NC2(C1=O)c1ccccc1-c1ccccc12,107,97,100,99,103,101,98,100
CC(=O)Nc1nc(C)c(C(=O)NNS(=O)(=O)c2ccccc2)s1,107,110,135,149,125,117,107,155
Cc1c(Br)sc2ccccc12,113,91,94,92,96,92,108,91
CCOC(=O)c1c(NS(=O)(=O)c2ccc(C)cc2)sc2c1CCC1(C2)OCCO1,100,93,87,90,101,86,88,94
CC12CCCCC1=C(Nc1ccc(F)cc1)C(=O)O2 (stereo not drawn),95,52,13,45,71,88,23,98
CCCC(C)C(=O)OC1CCC(C)CC1 (stereo not drawn),105,99,106,105,108,103,112,93
COc1cc(C(=O)O)c(OC)c2c1OCO2,106,92,96,92,105,76,116,79
CCc1nnc(NC(=O)Cc2csc(-c3ccccc3)n2)s1,102,101,80,99,105,99,117,108
SMILES,MDA-MB-231,MCF7,RPMI-8226,K-562,MDA-MB-435,MOLT-4,MDA-MB-468,SR
NC(=O)c1ccccc1NC(=O)COc1ccc(Cl)cc1,97,97,73,82,89,83,69,89
N#Cc1ccccc1-c1ccc(Cn2c(-c3cscn3)nc3ccc(Cl)cc32)cc1,89,83,72,51,101,55,101,58
COc1cc(/C=C/C(=O)c2cc(OC)c(OC)c(OC)c2)ccc1OCc1ccc(C)cc1,100,95,98,87,109,97,103,93
Cc1c(-c2ccccc2Cl)nc2ccccc2c1C(=O)O,119,94,/,101,112,107,100,106
CCOC(=O)Cc1ccc(OC)c(OC)c1,109,104,112,102,108,105,100,93
COc1cc(-c2noc(-c3cc(OC)c(OC)c(OC)c3)n2)cc(OC)c1OC,70,88,77,76,94,103,/,90
c1ccc(N2CCN(c3nc(-c4cccc5ccccc45)nc4sc5c(c34)CCCCCC5)CC2)cc1,88,100,95,108,102,100,110,97
CSc1nc2ncc(C(N)=O)c(=O)n2[nH]1,101,95,111,103,102,107,96,91
CC1CCCc2c1nc(NC(=S)NC(=O)c1ccccc1)c(C#N)c2-c1ccc(Cl)cc1 (stereo not drawn),118,88,115,64,108,70,86,45
COc1ccc(C(=O)C[n+]2cn(CCC(=O)Nc3cccc4cccnc34)c3ccccc32)cc1,99,85,54,70,102,99,29,109
C#C[C@]1(O)CC[C@H]2[C@@H]3CC=C4c5sc(-c6ccccc6C)nc5CC[C@]4(C)[C@H]3CC[C@@]21C,87,98,68,38,93,77,/,69
O=C1NC(=O)C(c2ccccc2)(c2ccc(Cl)cc2Cl)N1 (stereo not drawn),104,96,96,109,111,85,99,102
CSc1nc2ccccc2[nH]1,105,102,105,100,116,95,110,104
Cn1c2ccccc2c2nn(C(=O)c3ccccc3)c(=O)nc21,120,101,99,112,105,104,107,94
O=C(Nc1cccc2c(=O)[nH][nH]c(=O)c12)c1ccc([N+](=O)[O-])cc1,81,98,97,102,105,101,98,/
CC(=O)c1ccc(Cc2ccc(C(C)=O)s2)s1,100,85,95,94,107,83,/,89
CCOC(=O)/C=C/c1ccc(F)cc1,100,101,104,101,106,103,102,98
Cc1ccc(-c2cc3nc(C(Cl)Cl)nc(-c4ccccc4C)n3n2)cc1,67,70,48,18,-2.1*,63,50,18
COC(=O)c1cc2n(n1)-c1ncc(C(F)(F)F)cc1Oc1ccccc1-2,83,90,90,99,103,94,97,85
Nc1ccccc1-c1cc2c(c3c1[nH]c1ccccc13)CCCCCCCCC2,97,72,94,88,96,78,105,79
CC(C)(O)c1cn(CCCCN2C(=O)C(=O)c3ccccc32)nn1,100,94,96,94,101,95,95,/
Cc1cc(C)c(/C=N/Nc2nc3c([nH]2)c(=O)n(C)c(=O)n3C)c(C)c1,68&71,85&87,97&88,109&101,108&109,105&90,102&98,97&75
O=C(Oc1ccccc1-c1ccccc1)c1ccc(Cl)cc1,97,97,107,95,100,99,103,103
C/C(=C\CCc1ccsc1)CC/C=C(\C)CCCN1CCC(CO)CC1,20,16,-31*,-51*,13,-22*,-27*,-45*
CON1C(=O)CC[C@]2(C)[C@H]3CC[C@@H]4C([C@@]5(C)CCC(=O)O5)CC[C@@]4(C)[C@]3(C)CC[C@H]2C1(C)C (stereo partly drawn),97,95,99,83,101,91,94,/

# Next section; it opens with the 7 that closed the last part.
SMILES,MDA-MB-231,MCF7,RPMI-8226,K-562,MDA-MB-435,MOLT-4,MDA-MB-468,SR
COC(=O)c1cc2n(n1)-c1ncc(C(F)(F)F)cc1Oc1ccccc1-2,83,90,90,99,103,94,97,85
Nc1ccccc1-c1cc2c(c3c1[nH]c1ccccc13)CCCCCCCCC2,97,72,94,88,96,78,105,79
CC(C)(O)c1cn(CCCCN2C(=O)C(=O)c3ccccc32)nn1,100,94,96,94,101,95,95,/
Cc1cc(C)c(/C=N/Nc2nc3c([nH]2)c(=O)n(C)c(=O)n3C)c(C)c1,68&71,85&87,97&88,109&101,108&109,105&90,102&98,97&75
O=C(Oc1ccccc1-c1ccccc1)c1ccc(Cl)cc1,97,97,107,95,100,99,103,103
C/C(=C\CCc1ccsc1)CC/C=C(\C)CCCN1CCC(CO)CC1,20,16,-31*,-51*,13,-22*,-27*,-45*
CON1C(=O)CC[C@]2(C)[C@H]3CC[C@@H]4C([C@@]5(C)CCC(=O)O5)CC[C@@]4(C)[C@]3(C)CC[C@H]2C1(C)C (stereo partly drawn),97,95,99,83,101,91,94,/
CS(=O)(=O)OCC1C2CC(CC2OS(C)(=O)=O)C1c1ccccc1 (stereo not drawn),95,106,103,/,97,102,115,94
COc1cc(C(=O)N(C(C)C)C2CCCCC2)cc(OC)c1OC,127,86,88,99,107,97,90,100
Nc1[nH]c(=S)[nH]c(=O)c1Br,109,98,100,104,106,108,96,97
Cc1cc2c(cc1C)NC1(S(=O)(=O)O)C(=Nc3ccccc31)N2 (stereo not drawn),98,93,106,100,101,101,109,104
O=C(O)c1cc(-c2ccc(Cl)c(Cl)c2)nc2cc3ccccc3cc12,87,81,84,75,94,88,96,103
Cc1ccccc1NC(=O)c1sc2nc3c(cc2c1N)COCC3,98,88,103,119,91,105,85,78
Oc1cccc(-c2nc(-c3nnc(SCc4ccccc4)o3)cc3c2[nH]c2ccccc23)c1,46,41,63,/,80,/,84,/
Cc1c2ccccc2nc(CSc2ccc(Cl)cc2)[n+]1[O-],81,89,105,111,106,105,101,100
Cc1nc(C)c(-c2nn3c(-c4cccc(F)c4)nnc3s2)s1,107,100,96,70,95,87,89,69
CCCC1CCCCC1Br (stereo not drawn),118,104,106,106,111,112,104,/
COc1ccc(N)c(N)c1,105,60,/,98,101,96,84,121
CC(C)CCCC(=O)CCCCCCC(=O)CCN(O)C(=O)C(N)CO (stereo not drawn),82,94,74,52,101,62,/,29
CC[C@]12C=CCN3CC[C@@]4(c5cc(C#CCNc6ccc(C)c(Nc7nccc(-c8cccnc8)n7)c6)c(OC)cc5N(C)[C@H]4[C@@](O)(C(=O)OC)[C@@H]1OC(C)=O)C32 (stereo partly drawn),40,22,39,35,34,38,1.7*,21
CN1CCCN(C(=S)S)CC1,108,91,82,69,93,95,/,19
N#Cc1ccc(C(=O)C[n+]2cn(CCC(=O)Nc3cccc4cccnc34)c3ccccc32)cc1,93,97,104,102,106,105,88,106
CN(C)c1cccc2[nH]c(-c3[nH]ncc3Nc3ccnc(N)n3)nc12,-19*,-46*,-16*,3.4*,-90*,1.6*,-68*,7.6*
CCN(Cc1cccc(CN(CC)C(=O)C(Cl)Cl)c1)C(=O)C(Cl)Cl,97,107,100,102,102,102,91,92
Fc1ccc(NC(=S)NN=C(c2ccccc2)c2ccccc2)cc1,104,101,103,100,97,93,/,105
C[C@]12CC[C@@H]3c4ccc(O)cc4CC[C@H]3[C@@H]1CC[C@@H]2NS(=O)(=O)c1ccc(C(F)(F)F)cc1,67,2.4*,35,22,22,12,53,19
C=CC(=O)Nc1cccc(-c2nc(SC)nc(NCCCN(CC)CC)c2C#N)c1,93,80,88,87,100,82,104,/
O=C1NC2NC(=NCCN3CCOCC3)NC2N1 (stereo not drawn),95,96,103,102,100,107,102,114
O=C(c1ccccc1)c1ccc(OCC2CO2)cc1 (stereo not drawn),103,93,98,101,110,88,/,101
Cn1ncc(CC(=O)O)c1-n1nnc2cc(Cl)ccc2c1=O,95,110,106,98,93,100,89,88
CSc1nc(NCCN2CCOCC2)c(C#N)c(-c2cccc([N+](=O)[O-])c2)n1,86,89,100,100,104,98,113,/

# A portion taken from the entries so far, as a working copy:
SMILES,MDA-MB-231,MCF7,RPMI-8226,K-562,MDA-MB-435,MOLT-4,MDA-MB-468,SR
CS(=O)(=O)OCC1C2CC(CC2OS(C)(=O)=O)C1c1ccccc1 (stereo not drawn),95,106,103,/,97,102,115,94
COc1cc(C(=O)N(C(C)C)C2CCCCC2)cc(OC)c1OC,127,86,88,99,107,97,90,100
Nc1[nH]c(=S)[nH]c(=O)c1Br,109,98,100,104,106,108,96,97
